PLC-gamma1 inh: inhibitors of human phospholipase C gamma1; purified PLC-gamma1, fluorogenic substrate, fluorescence; P19174; AID 720700; inhibition, % at 12.2 µM; 0.84% of 370,000 active; in the data active = inhibition above about 9.5%
ssDAF-12 act: activators of S. stercoralis DAF-12 nuclear receptor. HEK293 ssDAF-12/GRIP1 lit1-tk-luc reporter, luminescence; % of 3 µM dafachronic acid response. activation, % at 6.8 µM. 1% of 370,000 active. AID 652126;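 active = activation above the mean over all tested compounds plus 3 SD, cut at about 0.9% in these data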;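 also: 0% = DMSO-only wells and 100% = 3 µM delta7-dafachronic acid wells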
DAX1 inh-1: inhibitors of human orphan nuclear receptor DAX1 (NR0B1); AID 504766; 0.99% of 340,000 active; HEK293 Gal4-DAX1 luciferase reporter, luminescence; inhibition, % at 6.75 µM; P51843;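 active = inhibition above the mean over all tested compounds plus 3 SD, cut at about 4.2% in these data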;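 also: 0% = DAX1-transfected cells with DMSO and 100% = empty-vector control cells with DMSO; inhibition shows as a rise in luminescence from relieved DAX1 repression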
Target sequence (P51843 207-470 limits assumed): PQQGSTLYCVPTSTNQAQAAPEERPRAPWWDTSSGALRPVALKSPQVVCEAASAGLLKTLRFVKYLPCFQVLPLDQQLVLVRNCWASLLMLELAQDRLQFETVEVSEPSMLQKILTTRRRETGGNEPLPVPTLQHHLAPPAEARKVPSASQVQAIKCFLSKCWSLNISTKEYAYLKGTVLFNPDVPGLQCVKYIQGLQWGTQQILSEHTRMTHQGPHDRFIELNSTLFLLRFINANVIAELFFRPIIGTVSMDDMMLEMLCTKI
hcDAF12 agonist: H. contortus DAF-12 activation, primary screen; activation, % at 6.8 µM; 1.4% of 370,000 active; HEK293 hcDAF-12 lit1-tk-luc reporter, luminescence; 0% DMSO, 100% Δ7-dafachronic acid;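 active = activation above the mean of all tested compounds plus 3 SD, cut at about 5.5% in these data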;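 also: 100% = response to 3 µM Δ7-dafachronic acid high control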
PLCb3 inh: PLC-beta3 (human) inhibition, primary screen; Purified PLC-beta3, fluorogenic substrate, fluorescence; inhibition, % at 12.2 µM; 0.18% of 370,000 active; AID 720704; in the data active = inhibition above about 11%;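 also: 0% = median of compound wells on plate and 100% = full blocker control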
DAX1 inh-2: DAX1 (NR0B1) inhibition, primary screen; HEK293T StAR-luciferase reporter, SF-1/DAX-1 repression relief; inhibition, % at 6.8 µM; 1.1% of 370,000 active; AID 652010;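 active = inhibition above the mean over all tested compounds plus 3 SD, cut at about 3.6% in these data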;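 also: 0% = DAX-1 cells with DMSO and 100% = cells lacking DAX-1 with DMSO; higher inhibition means more luminescence from relief of DAX-1 repression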
SMARCA2 activ: activators of SMARCA2 function. 1% of 370,000 active. activation, % at 9.1 µM. MG213 cells, MMTV-luciferase reporter, dexamethasone, overnight; in the data active = activation above about 7.8%;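 also: 0% = vehicle wells and 100% = reference activator wells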
hgDAF12 agonist: activates the H. glycines DAF-12 receptor ligand-binding domain. AID 687014. HEK293 GAL4-hgDAF12 UAS-luciferase reporter, agonist luminescence; normalized to butyrate control. activation, % at 6.8 µM. 1.8% of 370,000 active;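 active = activation above a cutoff set at the mean of all screened compounds plus 3 SD, cut at about 10% in these data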;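 also: 0% = DMSO wells and 100% = sodium butyrate wells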
NR1D1 modulator: Rev-erb alpha (human) modulation. activity, % at 10 µM. Rev-erbα–FITC-DNA binding, fluorescence polarization, 90 min. 0.79% of 370,000 active;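 active = activity above about 14%, limit read from the data; passing the limit was not always enough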;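 also: 0% = DMSO wells with 35 nM protein and 100% = DMSO wells with 750 nM protein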
Target sequence (P20393 whole entry, looked up): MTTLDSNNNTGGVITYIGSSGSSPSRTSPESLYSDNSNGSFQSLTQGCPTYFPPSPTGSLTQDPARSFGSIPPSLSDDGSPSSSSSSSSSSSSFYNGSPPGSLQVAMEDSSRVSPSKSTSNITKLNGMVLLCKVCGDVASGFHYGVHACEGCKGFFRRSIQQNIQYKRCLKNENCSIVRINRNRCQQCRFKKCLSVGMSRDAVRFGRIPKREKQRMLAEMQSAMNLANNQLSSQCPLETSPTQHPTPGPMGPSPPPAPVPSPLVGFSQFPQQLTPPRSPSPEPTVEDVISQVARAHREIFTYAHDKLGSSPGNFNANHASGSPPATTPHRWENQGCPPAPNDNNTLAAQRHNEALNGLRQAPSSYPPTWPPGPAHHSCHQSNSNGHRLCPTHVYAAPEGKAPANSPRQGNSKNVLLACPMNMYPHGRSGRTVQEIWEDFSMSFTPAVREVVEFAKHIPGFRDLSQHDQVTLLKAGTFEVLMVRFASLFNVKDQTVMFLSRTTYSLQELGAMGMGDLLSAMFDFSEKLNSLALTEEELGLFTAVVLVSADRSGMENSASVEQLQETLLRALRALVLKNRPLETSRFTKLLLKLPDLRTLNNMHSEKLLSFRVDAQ
MBD2 DNA inh: MBD2-methylated oligo binding inhibition. Q9UBB5. TR-FRET, MBD2 binding to methylated oligonucleotide. inhibition, % at 4.4 µM. 0.31% of 370,000 active. AID 686964; in the data active = inhibition above about 13%
ADAM17 inh: ADAM17 inhibition, QFRET primary screen; recombinant ADAM17, EDANS/DABCYL FRET peptide cleavage; P78536; inhibition, % at 6.95 µM; 0.83% of 370,000 active;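 active = inhibition above the mean of compounds lying between control limits plus 3 SD, set per campaign, cut at about 8.5% in these data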;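 also: 0% = DMSO-only wells as the low control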
* = called active by the depositor; nt = no result given.

structure	hcDAF12 agonist	ADAM17 inh	DAX1 inh-1	MBD2 DNA inh	PLC-gamma1 inh	PLCb3 inh	ssDAF-12 act	DAX1 inh-2	NR1D1 modulator	hgDAF12 agonist	SMARCA2 activ
CS(=O)(=O)N1N=C(c2ccco2)CC1c1cccc([N+](=O)[O-])c1 (stereo not given)	-1.4	-6.1	-0.2	1.4	-1.2	-7.5	-1.7	0.3	1.7	7.4	-2.5
COc1ccc(S(=O)(=O)Oc2ccc3cccc(N)c3c2)cc1	-1.1	0.7	nt	0.1	-3.9	-8.0	-1.6	-0.5	-4.3	-1.8	-0.2
N#Cc1c(OCC(=O)c2ccccc2)nc2c(c1-c1ccco1)CCc1ccccc1-2	3.2	-16.1	-0.9	-2.0	-17.3	-24.9	-1.3	-0.6	-3.9	0.1	-1.6
Cc1ccccc1N1CCN(C2CCCN(C(=O)CCC(F)(F)F)C2)CC1 (stereo not given)	-1.2	-0.8	0.0	1.6	0.9	-0.6	-1.2	-0.1	-0.6	-1.9	5.9
C=C(C)CNC(=S)N/N=C(\C)c1ccc(OC)cc1	-2.2	3.6	-1.0	-4.8	-11.8	-16.4	-1.4	-0.2	-1.6	0.7	0.3
Brc1cccc(-c2nc3c4ccccc4ccn3c2Cc2ccccc2)c1	7.2*	0.1	nt	-4.8	-4.3	-5.1	1.0*	-0.9	-0.8	1.3	3.6
Oc1ccc2ccccc2c1C=NC1CCCCC1	1.0	-6.6	0.6	-1.7	-7.7	-9.5	-0.3	-1.4	5.6	-4.9	-2.0
CCN(CC)Cc1c(O)ccc2occ(C(=O)c3ccccc3)c12	0.5	-6.5	-0.6	-2.7	-11.4	-17.4	-0.3	-0.1	1.2	4.2	2.9
CCCCn1c(SC(C)C(=O)c2ccc(OC)cc2)nc2cc(S(N)(=O)=O)ccc21 (stereo not given)	-0.9	19.7*	-0.5	3.4	6.7	1.8	-1.3	-0.3	-2.2	-1.5	-3.2
O=C(CCc1ccccc1)NNc1ccc(F)cc1	-0.6	-5.0	1.5	1.5	-0.6	-3.5	-0.9	0.9	-1.1	0.6	-7.4
CC1CCN(C(=O)CSCC(=O)O)CC1	0.0	-0.8	0.2	-4.5	5.4	-0.6	-1.6	0.5	0.6	-2.8	-0.9
CC(=O)Nc1ccc(NC(=O)C2CCCN2C(=O)NC2CCCCC2)cc1 (stereo not given)	-1.4	-3.9	3.1	1.0	-0.6	-7.5	-1.1	0.0	-5.0	-1.9	-2.9
CC(NS(=O)(=O)c1cccc(C(=O)O)c1)C12CC3CC(CC(C3)C1)C2 (stereo not given)	1.9	-3.4	1.4	4.6	-1.1	-8.9	0.1	1.1	-0.2	1.5	-2.0
CC1CCN(S(=O)(=O)c2cc3c4c(c2)CCN4C(=O)CC3)CC1	1.9	-1.8	0.2	-3.4	1.2	-3.9	-0.9	0.0	-5.4	-2.0	0.6
CC(=O)c1ccc(Cc2ccc(C(C)=O)s2)s1	0.4	-8.4	1.7	2.9	-2.4	-7.4	-0.5	-0.2	-10.9	0.4	-1.6
FC(F)(F)c1ccc(/C=N/N2CCN(Cc3cccc4ccccc34)CC2)cc1	0.4	-2.6	-0.5	-6.0	5.2	3.3	-1.5	-0.4	4.4	-0.4	-2.9
O=C(COc1ccc(S(=O)(=O)NC2CCCCC2)cc1Cl)NCc1cccnc1	-1.4	1.6	0.3	-2.6	3.3	2.4	-1.4	-0.7	-2.6	-2.3	0.4
Cc1ccc(C)c(-c2csc(NC(=O)C3=COCCO3)n2)c1	-1.8	-1.5	-1.2	1.8	5.6	-4.2	-0.8	-1.3	-2.5	1.9	-2.3
FC(F)(F)c1cccc(CN2CCCCCC2)c1	-0.5	-3.2	-0.2	-7.7	-1.9	0.6	-1.2	-0.5	2.3	-0.5	-6.0
O=C(CCC(=O)N1CCN(S(=O)(=O)c2cccc(F)c2)CC1)c1cccs1	-1.2	-5.3	-0.1	-0.5	2.0	-4.2	-1.4	-0.6	3.5	-2.8	-1.9
COc1ccc(C(=O)Nc2sc3c(c2C(=O)NCc2ccco2)CCCC3)cc1OC	1.2	-4.3	2.7	5.9	-30.9	-40.0	-1.0	-0.9	25.7*	-0.5	-5.3
Cc1cccc(NC(=O)CSc2nc3ccccc3c(=O)n2CC2CCCO2)c1 (stereo not given)	-1.6	0.0	-0.3	-1.3	0.4	-1.5	-1.2	-2.0	5.9	-1.7	-1.2
Fc1ccccc1N1CCN(C(c2ccncc2)c2nnnn2C2CCCC2)CC1 (stereo not given)	-2.8	-3.5	-0.3	-4.8	-3.8	-1.1	-0.8	-0.4	-2.6	1.5	0.5
Cc1ccnc(SCC(=O)N2CCC(C(N)=O)CC2)n1	0.1	-2.5	2.1	-0.3	-0.3	-0.7	-1.2	0.3	-4.3	0.0	0.9
COc1cc(NC(=O)CN(C)Cc2cccc(F)c2)c(C)cc1[N+](=O)[O-]	-0.4	-1.0	0.1	1.5	0.7	1.4	-1.9	0.1	-2.0	-0.8	5.3
Cc1ccc(C(=O)NCC(=O)Nc2ccc(Cl)cc2)s1	0.1	-3.7	0.7	3.3	2.5	-0.7	-1.0	-0.6	-1.8	0.1	-0.8
COc1ccc(NC(=S)N2CCN(S(=O)(=O)c3ccc(F)cc3)CC2)cc1OC	-1.9	-0.1	0.2	3.6	-1.1	-7.5	-0.8	-1.3	-0.5	-2.7	-1.0
Cc1ccc(S(=O)(=O)N2CCN(Cc3cc(C(C)C)ccc3O)CC2)cc1	-0.2	3.4	-1.6	2.4	1.2	1.4	-1.0	-0.6	3.7	1.5	-4.9
CCc1ccc(CCC(=O)N2CCN(S(=O)(=O)c3sc(C(=O)O)c(C)c3C(=O)O)CC2)cc1	-0.9	3.2	0.8	2.1	3.0	-5.1	-0.7	1.4	2.8	2.0	-2.2
CCOC(=O)c1sc(NC(=O)c2c(CC)noc2C)nc1C	-1.6	2.0	0.4	-7.2	-9.1	-14.2	-1.9	-0.7	-3.3	2.7	-2.3

Entries of single compounds from above:
Cc1ccc(C(=O)NCC(=O)Nc2ccc(Cl)cc2)s1 as listed: hcDAF12 agonist = 0.1; ADAM17 inh = -3.7; DAX1 inh-1 = 0.7; MBD2 DNA inh = 3.3; PLC-gamma1 inh = 2.5; PLCb3 inh = -0.7; ssDAF-12 act = -1.0; DAX1 inh-2 = -0.6; NR1D1 modulator = -1.8; hgDAF12 agonist = 0.1; SMARCA2 activ = -0.8
Fc1ccccc1N1CCN(C(c2ccncc2)c2nnnn2C2CCCC2)CC1 (stereo not given) as listed: hcDAF12 agonist = -2.8; ADAM17 inh = -3.5; DAX1 inh-1 = -0.3; MBD2 DNA inh = -4.8; PLC-gamma1 inh = -3.8; PLCb3 inh = -1.1; ssDAF-12 act = -0.8; DAX1 inh-2 = -0.4; NR1D1 modulator = -2.6; hgDAF12 agonist = 1.5; SMARCA2 activ = 0.5

The listing continues:
structure	hcDAF12 agonist	ADAM17 inh	DAX1 inh-1	MBD2 DNA inh	PLC-gamma1 inh	PLCb3 inh	ssDAF-12 act	DAX1 inh-2	NR1D1 modulator	hgDAF12 agonist	SMARCA2 activ
COc1ccc(NS(=O)(=O)c2ccc(OCC(=O)N3CCOCC3)cc2)cc1Cl	-1.6	-4.7	-1.2	3.8	1.1	-4.7	-1.6	-6.1	0.8	-4.4	-4.4
O=C(NC1CC2CCCC(C1)N2S(=O)(=O)c1ccccc1)C1CCCCC1 (stereo not given)	-2.2	1.4	-1.4	0.1	4.3	4.6	-1.9	-0.5	0.9	-0.5	-1.0
COc1ccccc1OCC(=O)Nc1cc(S(=O)(=O)N2CCOCC2)ccc1N1CCCCC1	-1.6	4.4	-0.3	-1.9	-0.1	-13.1	-1.7	-1.5	1.5	-2.0	0.3
Cc1ccc2nc(N(CCCN(C)C)C(=O)c3ccc4ncsc4c3)sc2c1	2.8	-12.6	0.4	2.8	-4.3	-12.6	-0.6	6.4*	4.5	6.6	3.4
COC(=O)c1ccc2[nH]c(C(C)(C)O)c(C)c2c1	0.7	-3.2	0.4	9.1	-6.2	-11.1	-0.8	-0.3	-3.8	3.3	8.2*
Cc1cc(C)cc(NC(=S)NN)c1	-1.7	-6.3	-0.8	10.7	-2.6	-10.5	-1.3	1.0	-3.8	0.5	-3.9
O=S(=O)(Nc1ccccc1N1CCOCC1)c1cccs1	-1.0	2.5	1.1	-8.6	2.8	-7.7	-1.6	0.5	0.6	0.1	2.0
Cc1nn(C)cc1CNCc1ccc(OCC(O)CN(C)Cc2ccccc2)cc1 (stereo not given)	1.8	-11.2	0.0	4.0	-0.6	2.9	-0.4	0.0	0.9	-1.4	4.7
O=C(/C=C/c1ccc2c(c1)OCCO2)c1ccc(O)cc1	3.0	-4.2	16.4*	0.7	-50.8	-69.1	-0.6	0.5	0.6	11.8*	7.3
C#CCOCCOCCOCCNc1nc(N2CCN(C(=O)C([C@@H](C)CC)n3cc(C(N)COC(=O)C(F)(F)F)nn3)CC2)nc(N2CCN(C(=O)[C@H](Cc3ccc(O)cc3)n3cc(C(N)[C@H](C)CC)nn3)CC2)n1 (stereo not given in full)	-1.0	-0.4	nt	4.1	4.1	3.5	-0.8	-0.6	-4.5	1.7	2.3
CN(C(=O)c1cccc(NC(=O)Cc2cccc(NC(=O)C3CCCN(C(=O)c4ccccc4)C3)c2)c1)C1CCC1 (stereo not given)	-1.0	-0.2	0.0	-0.1	-0.3	3.5	-0.8	0.0	4.2	1.0	3.9
CCOc1ccc2[nH]c3nc(SCC(=O)NCC4CCCO4)nnc3c2c1 (stereo not given)	-1.1	0.1	-0.8	-4.4	4.2	-0.1	-1.3	-0.4	3.8	-2.5	-0.4
N#CC1=C(N)OC2=C(C(=O)CCC2)C1c1ccoc1 (stereo not given)	-1.6	-5.7	nt	2.7	-5.3	-5.4	0.0	-0.6	-4.1	1.2	-2.0
CC(=O)c1c(C)cc(C)c(CSc2ccccn2)c1C	-2.7	-0.1	0.0	-0.7	3.2	-3.0	-1.6	0.3	4.5	2.6	2.6
Cc1cc2oc(C(=O)N(Cc3ccccc3)C3CCS(=O)(=O)C3)cc(=O)c2cc1Cl (stereo not given)	-2.7	-2.0	-0.2	2.3	0.8	0.0	-1.8	-1.1	-3.3	-1.3	-1.4
CC(C)Oc1cc(N)c(Cl)cc1Cl	-1.2	0.0	-0.8	-2.3	-0.7	1.7	-1.1	-0.2	-0.6	-0.8	0.5

Bioassay records from PubChem.
